Screens as filed in PubChem BioAssay.
EP2 antag: EP2 receptor (human) inhibition. inhibition, % at 25 µM. 0.52% of 260,000 active. P43116. AID 1422. C6 glioma cells expressing human EP2, cAMP TR-FRET; cells stimulated with saturating PGE2;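 active = percent inhibition above 40 after rounding to a whole number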;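 also: rat C6 glioma host cells with rolipram phosphodiesterase inhibitor present; the protocol text gives 20 µM as final concentration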
NPY2 pot ag: potentiates or activates human NPY-Y2 receptor; P49146; cells expressing NPY-Y2, potentiator/agonist read-out; activation, % at 3.6 µM; 0.45% of 220,000 active; AID 1359; in the data active = activation above about 27%;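 also: cells stimulated with NPY near EC25 plus isoproterenol at EC100; 0% = vehicle plus submaximal agonist and 100% = vehicle plus saturating agonist; some results beyond the cut were filed as inactive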
S1P4 antagonist: antagonists of human S1P4 receptor; inhibition, % at 4.98 µM; AID 1510; 0.26% of 220,000 active; S1P4-expressing cells, antagonist mode, reporter read-out; O95977; in the data active = inhibition above about 29%;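 also: 0% = wells stimulated with agonist and 100% = vehicle wells without agonist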
p97 ATPase inh: human p97 ATPase inhibition; inhibition, % at 8 µM; AID 1481; recombinant p97 ATPase, Kinase-Glo ATP luminescence, 3 h; 0.42% of 220,000 active; P55072; in the data active = inhibition above about 15%;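 also: 0% = DMSO vehicle and 100% = wells lacking enzyme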
Target sequence (P55072 whole entry, looked up): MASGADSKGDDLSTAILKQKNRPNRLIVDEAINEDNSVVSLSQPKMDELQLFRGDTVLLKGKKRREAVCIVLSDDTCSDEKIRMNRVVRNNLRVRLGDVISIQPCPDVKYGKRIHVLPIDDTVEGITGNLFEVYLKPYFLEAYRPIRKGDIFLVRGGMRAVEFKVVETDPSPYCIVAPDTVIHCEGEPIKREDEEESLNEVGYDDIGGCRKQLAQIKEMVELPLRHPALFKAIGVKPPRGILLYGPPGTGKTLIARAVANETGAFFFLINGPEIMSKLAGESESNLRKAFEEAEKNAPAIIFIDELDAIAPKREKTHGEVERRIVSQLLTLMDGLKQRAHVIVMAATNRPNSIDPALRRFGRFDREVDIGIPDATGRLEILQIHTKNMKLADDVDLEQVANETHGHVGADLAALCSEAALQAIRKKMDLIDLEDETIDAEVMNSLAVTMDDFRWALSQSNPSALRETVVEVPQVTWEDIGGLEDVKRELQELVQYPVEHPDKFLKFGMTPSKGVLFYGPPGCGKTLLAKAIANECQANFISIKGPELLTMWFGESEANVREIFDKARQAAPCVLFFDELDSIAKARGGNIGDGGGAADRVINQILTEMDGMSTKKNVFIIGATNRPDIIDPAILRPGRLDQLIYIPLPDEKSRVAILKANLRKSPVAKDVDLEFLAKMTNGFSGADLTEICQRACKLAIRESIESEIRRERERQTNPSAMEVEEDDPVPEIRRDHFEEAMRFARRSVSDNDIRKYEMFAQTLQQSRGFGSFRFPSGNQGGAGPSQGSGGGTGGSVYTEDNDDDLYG
NPY-Y1 antag: NPY-Y1 (human) receptor antagonism; P25929; HEK293-CNG Y1 cells, membrane potential fluorescence; NPY at EC95, then isoproterenol; inhibition, % at 3.6 µM; 1% of 200,000 active; AID 1040;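 active = inhibition above the campaign mean inhibition of all tested compounds plus 3 SD, cut at about 20% in these data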;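 also: 0% = DMSO wells given NPY plus isoproterenol and 100% = isoproterenol alone without NPY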
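material = HEK293 cells with Y1 receptor plus CNG channel | also added = NPY 25 nM then isoproterenol 1 µM plus Ro 20-1724 25 µM | schedule = dye 3 h, compound 60 min room temperature, stimulation 45 min | measured by = membrane potential fluorescence | benchmarks = high control isoproterenol alone, low control NPY with isoproterenol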
eIF4E 4G PPI: inhibitors of eIF4E and eIF4G interaction in translation initiation; P63073+Q04637; TR-FRET eIF4E-eIF4GI(517-606) binding, 2 h; inhibition, % at 21.7 µM; 0.37% of 220,000 active;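 active = inhibition above about 30%, limit read from the data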;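 also: 0% = full FRET control wells and 100% = background wells lacking eIF4GI fragment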
EP2 mod: modulators of human EP2 prostaglandin E2 receptor | P43116 | EP2-expressing cells, cAMP HTRF FRET, PGE2 co-stimulation | induction, % at 25 µM | 0.83% of 260,000 active | AID 940;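 active = compounds whose cAMP rise, as percent of the full-agonist control response, exceeds 60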;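 also: rat C6 glioma line stably carrying human EP2 under a CMV promoter; the protocol text gives 20 µM as final concentration; 100% = response of wells given 1 µM PGE2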
NPY-Y1 PAM-ag: potentiates or activates human NPY-Y1 receptor. activation, % at 3.6 µM. 0.37% of 220,000 active. NPY-Y1 expressing cells, potentiator/agonist activation. AID 1304; in the data active = activation above about 33%, passing the limit was not always enough;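 also: cells stimulated with NPY at EC10 then isoproterenol at EC100; 0% = low agonist plus stimulus and 100% = saturating agonist plus stimulus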
S1P4 ag: activates the human S1P4 receptor | O95977 | S1P4-expressing cell line, agonist reporter assay | activation, % at 4.98 µM | 0.35% of 220,000 active | AID 1509; in the data active = activation above about 11%;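 also: 0% = DMSO vehicle and 100% = reference agonist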
* = called active by the depositor; x = not tested or not shown; & = joins results of further samples; [ ] = remark or other dose. Not all compounds are listed, so the mix of outcomes need not match the whole.

Second line of a record: EP2 antag, NPY2 pot ag, S1P4 antagonist, p97 ATPase inh, NPY-Y1 antag, eIF4E 4G PPI, EP2 mod, NPY-Y1 PAM-ag, S1P4 ag
1. NC(=O)COC(=O)CC1CC2CCC1C2 (configuration not stated)
→ 3.1, -1.7, 6.4, 5.2, 7.8, 1.5, -12.6, -0.2, -2.1
2. Cc1cc(C)n(-c2cc(N3CCOCC3)ncn2)n1
→ 9.6, -21.4, 1.4, 0.5, -4.2, -0.5, 9.3, -13.2, -2.6
3. Cc1cc(C)n(-c2ccc(C(=O)C(C#N)c3nc4ccccc4n3C)cc2)n1 (configuration not stated)
→ 5.1, 15.7, -11.2, 5.0, 3.6, -10.9, 21.3, 8.9, -0.5
4. CC(=O)N=c1c(C#N)cc2c(=O)n3ccccc3nc2n1CCCOC(C)C
→ 12.4, 8.1, -21.9, 5.0, x, 1.6, -8.8, -2.6, 15.9*
5. Cc1ccc(S(=O)(=O)N2CCCC2C(=O)NCc2ccco2)cc1 (configuration not stated)
→ 8.8, 12.3, -6.2, 2.8, -6.2, -4.0[fluorescence artefact?], 3.9, -0.6, 0.3
6. Cc1ccc(OCCCC(=O)Nc2ccc(N3CCOCC3)cc2)c(C)c1
→ 14.9, 12.2, -5.3, -2.0, 4.5, -3.4, -4.7, -1.6, -1.0
7. O=C(O)CSC(C(=O)Nc1ccc(Br)cc1)c1ccccc1 (configuration not stated)
→ 4.9, 8.8, -0.7, 9.3, 0.9, 1.1, 21.0, 3.1, -0.1
8. CCSc1nc2sc3c(c2c(=O)n1-c1ccc(OC)cc1)CCN(C)C3
→ 12.6, -19.1, -4.9, -4.6, x, 9.6, -36.9, 0.0, 0.9
9. SC(COCc1ccccc1)CN1CCN(Cc2ccc3c(c2)OCO3)CC1 (configuration not stated)
→ 5.4, 7.9, -2.4, 3.0, 10.0, 2.2[fluorescence artefact?], -2.4, -15.7, -1.9
10. CCN(CC)CCNc1nc2nonc2nc1NCCN(CC)CC
→ 6.2, -1.1, -1.4, 4.5, x, -13.2, -4.5, 7.6, 1.1
11. CC(=O)NCCc1nc2cc(NC(=O)c3ccccc3)ccc2n1C
→ 2.3, 1.6, -7.4, 1.4, 1.9, 4.5, 7.9, -2.8, -1.2
12. CC(C)C(=O)NNC(=O)CSc1nnnn1C(C)C
→ 2.0&8.9, 5.9, -15.2, 7.1, 2.0, 3.0, 29.3&34.7, 13.3, 1.5
13. O=C(c1cc(COc2c(F)cccc2F)on1)N1CCC(c2ccccc2Cl)C1 (configuration not stated)
→ 5.5, -19.1, -5.0, -3.0, 12.0, 2.5, -11.5, -11.9, -0.3
14. CCC1=[N+](C)CCn2c(C)ccc21
→ -8.2, -7.9, -4.7, 3.0, -3.1, 2.3[fluorescence artefact?], -5.7, -14.7, 2.7
15. Cc1ccc(C(=O)NNC(=O)CSc2n[nH]c(-c3cccnc3)n2)cc1
→ 7.9&3.0, -14.3, -1.0, 8.4, -6.0, -0.4, -5.8&20.7, -0.8, -0.7
16. O=C(c1ccc(CNc2c(N3CCCC3)c(=O)c2=O)cc1)N1CCN(C2CCCCC2)CC1
→ 5.7, -6.2, -2.8, 7.8, 2.3, 1.5, 5.7, -4.5, 2.0
17. O=C(NCc1ccccc1)C1=C[C@H](c2coc3ccccc3c2=O)C[C@H](OCCCCO)O1
→ 11.3, 13.1, 7.2, 3.7, -6.4, 0.9, -10.1, 7.8, -0.5
18. Cc1cc(-c2ccccc2)nc(N2CCN(c3ccccn3)CC2)n1
→ 4.4&10.3, 12.5, -9.5, 3.1, 3.0, -0.8, 35.5&35.7, -5.3, 0.5
19. CCOc1ncccc1C(=O)OCc1ccc(Cl)cc1
→ 6.3, -6.9, -5.9, 2.4, -1.5, 7.6[fluorescence artefact?], 28.3, -6.0, 2.5
20. COC(=O)c1ccc2c(=O)n(NC(C)=O)c(=S)[nH]c2c1
→ 6.0, 1.8, -13.5, 3.4, -3.1, -6.4[fluorescence artefact?], 14.8, -2.7, 0.3
21. Cc1ccccc1NC(=O)Cn1c(=O)n(CC2CCCO2)c(=O)c2ccccc21 (configuration not stated)
→ 11.4, 11.2, -1.2, 0.3, 0.4, -3.3, 6.8, 15.2, 2.2
22. COCCc1nnc(NC(=O)Cc2ccccc2)s1
→ 13.3, 9.7, -16.1, 2.4, -4.5, 2.8, 8.2, -1.4, -1.8
23. CCCOc1ccc(CSC2=NCCN2)cc1[N+](=O)[O-]
→ x, -1.6, 2.1, 0.1, 6.8, -4.3, 2.6, -5.0, -2.3
24. COC(=O)Cc1ccc(NC(=S)NCc2ccc(OC)cc2)cc1
→ 5.4, 1.2, -15.8, 4.8, 6.9, 2.2, -28.0, -6.3, -0.8
25. COc1ccc(C(=O)N[C@H]2COC(C)(C)O[C@H]2c2ccccc2)cc1
→ 12.0, -5.0, -4.8, 0.1, -1.8, 12.7, 13.5, -4.0, 0.4
26. C#CCOCCOCCOCCNc1nc(N2CCN(C(=O)C(Cc3cc4ccccc4[nH]3)n3cc(C(N)C(C)CC)nn3)CC2)nc(N2CCN(C(=O)C(Cc3cc4ccccc4[nH]3)n3cc(C(N)C(C)CC)nn3)CC2)n1 (configuration not stated)
→ x, 0.7, 5.7, 9.2, -4.0, -0.4, 11.5, -3.7, 1.6
27. O=C(/C=C/c1ccccc1)NC(=S)Nc1ccc(CN2CCOCC2)cc1
→ 14.9, -6.9, -10.9, -5.1, -1.6, -5.4, 5.7, -17.2, 3.4
28. Nc1nc(Nc2ccc(Cl)cc2)n[nH]1
→ 14.9, 9.4, -5.2, 5.5, 3.9, 13.2, -20.8, 12.1, 1.4
29. CCOC(=O)C(C)Sc1nc2c(c(-c3cccs3)c1C#N)CCC2 (configuration not stated)
→ 7.2, -18.3, -11.7, -2.6, 19.5, -3.9[fluorescence artefact?], 58.7, -17.3, 2.2
30. CC(C)C(NC(=O)OC(C)(C)C)C(=O)NC(CCC(=O)OCc1ccccc1)C(N)=O (configuration not stated)
→ 3.1, 6.3, -0.6, 0.2, -6.9, 1.7, -20.5, 17.3, 0.1
31. COCCNC(=O)CCc1ccc(S(=O)(=O)Nc2ccc(C)cc2)cc1
→ 6.7, -1.4, 7.5, -0.3, 9.5, 4.5[fluorescence artefact?], -36.5, -14.4, 0.0
32. O=C1OC(/C=C/c2ccccc2)=NC/1=C/C=C/c1ccccc1
→ 10.3, -10.1, -13.5, 4.5, 8.8, -1.0, 15.3, -12.3, 0.0
33. Cc1ccc(C)c(N(CC(=O)NC(C)(C)C)C(=O)CNC(=O)c2cccs2)c1
→ 5.3, -12.5, -15.4, 6.9, 1.7, 0.1, 3.7, 7.7, 0.7
34. Cc1ccc(C(=O)O)cc1N1C(=O)c2cccc3cc(Br)cc(c23)C1=O
→ x, 0.2, -9.1, 4.6, -1.3, 3.7, 23.2, 15.0, -0.8
35. CC(C)CNC(=O)NC(=O)COc1ccc(C=O)cc1
→ x, -20.0, -6.1, -0.5, 1.1, 1.4, 14.9, -2.6, -3.6
36. COc1cc(CCC(C)=O)ccc1OC(=O)c1c(F)cccc1Cl
→ 20.1, -2.0, -1.6, -1.4, x, -4.5, -32.6, -22.1, 1.2
37. COc1ccc(-n2c(=O)c3c4c(sc3n(CC(N)=O)c2=O)CCCCC4)cc1
→ 12.2, 12.8, -6.4, 3.1, x, -3.2, -5.8, 18.0, 1.3
38. CCNC(=O)NC(=O)C(C)OC(=O)C1CCN(S(=O)(=O)c2ccccc2C(=O)OC)CC1 (configuration not stated)
→ 4.2, 2.1, -8.8, -4.5, 0.8, 2.7, -16.0, -10.3, 0.6
39. C/C(=N/NS(=O)(=O)c1ccc(Cl)cc1)c1cccc(O)c1
→ 10.2, 6.2, 24.6, 3.2, 3.1, 0.9, -2.9, 7.8, -2.4
40. COC(=O)c1ccc(OC(=O)c2ccccc2F)cc1
→ 4.7, -0.1, -12.8, -0.8, -0.4, 4.8[fluorescence artefact?], 18.8, 3.8, -0.2
41. Cc1cc(Cl)c(S(=O)(=O)N2CCN(c3cccc(C)c3C)CC2)cc1OCC(N)=O
→ 6.2, -1.7, -7.9, -1.8, 9.2, 1.3, 11.7, -17.0, -2.7
42. O=C(CCC1CCCCC1)NC1=NCCS1
→ 4.8, -1.2, 3.7, 2.0, -0.1, 10.9, 14.2, 3.8, 1.5
43. Cc1ccc(NC=C(S(=O)(=O)c2ccccc2)S(=O)(=O)c2ccccc2)cc1
→ 5.0, 10.3, -12.3, 6.0, -0.3, 4.8, 20.8, 6.7, -0.3
44. CCOC(=O)c1sc(=S)n(-c2cc(F)ccc2F)c1N
→ 10.3, 18.0, -10.4, 3.7, 0.7, -3.0[fluorescence artefact?], -9.4, 42.7, -1.8
45. CC1(c2ccccn2)Nc2ccccc2-c2nc3ccccc3n21 (configuration not stated)
→ -1.1, -9.6, -34.1, 0.0, -2.8, x, 4.5, 4.6, 0.1
46. Cc1ccc(/C=N/NC(=O)Cn2nc(C)c([N+](=O)[O-])c2C)o1
→ 8.0, -12.9, -16.4, 1.7, x, -0.6, -8.4, 4.0, 2.9
47. C=CCn1sc(=N)c(C#N)c1N
→ 6.0, -2.5, -6.9, -0.5, -1.6, -0.9, 28.1, 2.0, -1.2
48. CCCOCC(O)COc1ccccc1C(=O)N1CCOCC1 (configuration not stated)
→ 7.4, -1.4, -20.2, 1.6, -6.2, -2.0, 17.6, -6.4, 2.1
49. COc1ccccc1CNc1nc2ccccc2n1CCN1CCCCC1
→ 3.9, -8.3, 4.0, 1.2, 22.6*, -1.8, 6.6, -37.6, 0.9
50. CC(C(=O)N/N=C/c1ccc(N(C)C)c(Br)c1)N(c1ccccc1)S(C)(=O)=O (configuration not stated)
→ 9.1, -12.1, -5.2, 2.4, -1.5, -7.7, -5.4, 6.3, -0.5
51. Cn1nc(C(C)(C)C)cc1C(=O)NCc1cc(F)cc2c1OCOC2
→ 20.4, 25.9, -3.9, 2.3, x, 0.7, -40.3, -19.1, 0.5

Filtered by structure, those above with bromine (3)
Second line of a record: EP2 antag, NPY2 pot ag, S1P4 antagonist, p97 ATPase inh, NPY-Y1 antag, eIF4E 4G PPI, EP2 mod, NPY-Y1 PAM-ag, S1P4 ag
7. O=C(O)CSC(C(=O)Nc1ccc(Br)cc1)c1ccccc1 (configuration not stated)
→ 4.9, 8.8, -0.7, 9.3, 0.9, 1.1, 21.0, 3.1, -0.1
34. Cc1ccc(C(=O)O)cc1N1C(=O)c2cccc3cc(Br)cc(c23)C1=O
→ x, 0.2, -9.1, 4.6, -1.3, 3.7, 23.2, 15.0, -0.8
50. CC(C(=O)N/N=C/c1ccc(N(C)C)c(Br)c1)N(c1ccccc1)S(C)(=O)=O (configuration not stated)
→ 9.1, -12.1, -5.2, 2.4, -1.5, -7.7, -5.4, 6.3, -0.5
